Screening results as filed in PubChem.
KB-V1 MDR tox: kills drug-selected multidrug resistant KB-V1 cells; actives 3.4% (n = 400,000); KB-V1 MDR cells viability, CellTiter-Glo, 72 h; Potency, µM (series often up to 46.1 µM), for the others: at the top dose activity change, negative = cytotoxicity, most hits filed as cytotoxic; further: on the % scale 0 is the no-effect control and ±100 the full control effect; nearly all actives have a fitted effect of over 60% in size
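Compound-treated KB-V1 multidrug-resistant cells, 72 h, 37 degrees C; viability by CellTiter-Glo. Fitted qHTS curves give the values.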
GLP1R ag: GLP-1 receptor (human) agonism | HEK293 GLP-1R CRE-luciferase, luminescence, 4-6 h; cells express a hypersensitive GLP-1R form | Potency, µM (series often up to 45.6 µM), without a hit: top-dose activation, hits mostly activators | actives 0.007% (n = 380,000); further: % of control where 0% means no effect
Target sequence (P43220 whole entry, looked up): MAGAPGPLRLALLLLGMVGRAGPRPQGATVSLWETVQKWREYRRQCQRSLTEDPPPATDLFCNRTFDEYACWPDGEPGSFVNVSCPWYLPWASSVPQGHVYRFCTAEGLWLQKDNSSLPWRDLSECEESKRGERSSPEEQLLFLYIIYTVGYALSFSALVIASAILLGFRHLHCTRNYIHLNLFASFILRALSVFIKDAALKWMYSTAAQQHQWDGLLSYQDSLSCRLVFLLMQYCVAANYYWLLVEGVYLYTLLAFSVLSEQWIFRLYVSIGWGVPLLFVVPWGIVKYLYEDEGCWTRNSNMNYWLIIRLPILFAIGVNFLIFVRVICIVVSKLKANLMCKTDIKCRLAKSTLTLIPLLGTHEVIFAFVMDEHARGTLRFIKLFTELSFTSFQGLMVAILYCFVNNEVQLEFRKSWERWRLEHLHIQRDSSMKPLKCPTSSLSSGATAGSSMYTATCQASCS
SW480 rereplic: DNA re-replication induction in SW480 cells; actives 1.8% (n = 340,000); AID 624297; SW480 DNA re-replication, Hoechst DNA content imaging, 48 h; Potency, µM (series often up to 46.1 µM), for the others: at the top dose re-replication activation, actives largely listed as activators; further: % of control where 0% means no effect; nearly all actives have a fitted effect of over 55% in size
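Image-based read-out: total Hoechst fluorescence of nuclei (405 nm excitation, 500-530 nm emission), with hits raising the fraction of high-intensity nuclei. SW480 colon cells incubated 48 hr with compounds at 37 C.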
GLP1R inv ag: acts as inverse agonist at human GLP-1 receptor; HEK293 GLP-1R CRE-luciferase, luminescence, 24 h; GLP-1R form is constitutively active; Potency, µM (doses to about 38.3 µM), for inactives: top-dose activity change, negative = inhibition, hits mostly inhibitors; P43220; actives 1.6% (n = 410,000); AID 624417; further: on the % scale 0 is the no-effect control and ±100 the full control effect; nearly all actives have a fitted effect of over 55% in size
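Luminescence readout: a drop in cAMP-driven luciferase signal flags inverse agonism at a constitutively active GLP-1R stably expressed in HEK293. Compound exposure lasted 24 hr at 37 deg C, 5% CO2.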
HT1080NT lethal: kills 2HG-producing HT-1080-NT fibrosarcoma cells. HT-1080-NT fibrosarcoma viability, CellTiter-Glo ATP luminescence, 48 h. Potency, µM (doses to about 46.1 µM), for inactives: top-dose activity, negative = less viability, hits mostly cytotoxic. actives 1.6% (n = 360,000);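 further: NT is the 2HG producing partner of a matched IDH1 knockdown line; 0% = DMSO-treated cells and -100% = media-only wells without cells; nearly all actives have a fitted effect of over 55% in size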
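Fibrosarcoma NT cells, 750 per well in 5% FBS RPMI, were exposed to compound for 48 hours. Viability: CellTiter-Glo luminescence.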
TDP-43 yeast inh: inhibitors of TDP-43 toxicity in yeast; TDP-43 expressing yeast growth rescue, BacTiter-Glo, 24 h; Potency, µM (titrated, usually from 46.1 µM), without a hit: at the highest dose growth rescue (activation), actives largely listed as activators; actives 1.8% (n = 410,000); AID 652104; further: % of control where 0% means no effect; nearly all actives have a fitted effect of over 50% in size
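In this qHTS, compounds that restore growth of yeast expressing TDP-43 appear as activators. Cells (OD600=0.02, galactose medium, raffinose-pregrown) are incubated with compound 24 hr at 30 deg C and growth is quantified by BacTiter-Glo.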
GLP1R cytotox: cytotoxicity in counter-screen for GLP-1R inverse agonists; HEK293 cAMP-luciferase reporter cells, luminescence, 24 h; Potency, µM (titrated, usually from 38.3 µM), for the others: at the top dose activity change, negative = inhibition, usual class: inhibitors; actives 0.13% (n = 410,000); AID 624418;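 further: loss of luciferase light is scored as toxicity; on the % scale 0 is the no-effect control and ±100 the full control effect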
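Compound-treated cells are incubated 24 hr at 37 deg C under 5% CO2 after a 12 hour attachment period, then luciferase detection reagent is added and luminescence is measured following 12 min at room temperature; lowered signal indicates toxicity.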
HT1080 IDH1KD tx: toxicity to HT-1080 IDH1 knockdown cells (counter line); actives 2% (n = 360,000); Potency, µM (series often up to 46.1 µM), for inactives: at the highest dose activity, negative = toxicity, hits mostly cytotoxic; AID 686971; HT-1080 IDH1 knockdown viability, ATP luminescence, 48 h;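 further: 0% = DMSO wells and -100% = cell-free medium wells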
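Viability of IDH1-knockdown HT-1080 fibrosarcoma cells was assessed by CellTiter-Glo after 48 h at 37 °C with titrated compound; concentration-effect curves were classified by fit quality and response size.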
KB-3-1 cytotox: KB-3-1 parental cell cytotoxicity. AID 1347075. Potency, µM (highest dose often 46.1 µM), for inactives: at the top dose activity change, negative = cytotoxic, most hits filed as cytotoxic. actives 1.4% (n = 400,000). KB-3-1 viability, CellTiter-Glo ATP luminescence, 72 h; further: on the % scale 0 is the no-effect control and ±100 the full control effect; nearly all actives have a fitted effect of over 60% in size
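Luminescent ATP read-out (CellTiter-Glo) measures survival of drug-naive KB-3-1 cells after 72 h compound exposure at 37 °C. Titration series was screened from lowest to highest concentration, with DMSO vehicle plates as background controls.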
* hit, by the source's call; ? = inconclusive; · = not tested or not shown; [ ] = dose if it differs, or a comment. The call rests on the fitted dose curve; in most records, active means well fitted curve in the direction sought with a large enough effect; inconclusive means small, poorly fitted or top-dose-only effect, or another doubt; inactive means no such curve, though single readings can be large; an effect the other way counts as inactive or inconclusive. Potency means the concentration at half of the fitted maximal effect.

SMILES | KB-V1 MDR tox | GLP1R ag | SW480 rereplic | GLP1R inv ag | HT1080NT lethal | TDP-43 yeast inh | GLP1R cytotox | HT1080 IDH1KD tx | KB-3-1 cytotox
COc1ccccc1NS(=O)(=O)c1cc(NC(=O)c2cccs2)ccc1N1CCCCC1 | 0% | 0% | -2% | 7% | 15% | -9% | 20% | 1% | 0%
CCc1nc2c(OCc3ccc(C(F)(F)F)cc3)cccn2c1N(C)C(=O)c1ccc(OC)cc1 | ? | 6% | · | ? | ? | 29% | 2% | ? | 0%
O=C1N2CCCCC1(c1ccccc1)CCCC2 | 5% | 2% | · | 8% | 4% | 26% | 4% | 8% | 6%
COc1ccc(N2CCN(C(CNC(=O)C(=O)NCCCn3ccnc3)c3cccnc3)CC2)cc1 (configuration not stated) | ? | -8% | -3% | -5% | 1% | 3% | 2% | 10% | 7%
Cc1cc(O)c(C2(O)C(=O)Nc3ccccc32)cc1C (configuration not stated) | 29% | 7% | -8% | 3% | 0% | 14% | -4% | 6% | 2%
O=C(Cn1cnc2c(cnn2-c2ccc(Cl)cc2)c1=O)N1CCN(c2ccccc2)CC1 | 5.2µM* | -6% | -3% | 6%[0.307 µM] | ? | 18% | 0%[0.307 µM] | ? | -14%
CC1=C(C(=O)N(C(C)C)C(C)C)CC(CC(=O)NCCCCc2ccccc2)C(=O)N1CCCN1CCCC1=O (configuration not stated) | 6% | 7% | · | 6% | 8% | 17% | 5% | 15% | 0%
COc1ccc(S(=O)(=O)N2CCCC2C(=O)n2nc(C)cc2C)cc1 (configuration not stated) | -15% | 12% | 14% | -19% | ? | -17% | 10% | -28% | -24%
N#C/C(=C\c1ccccc1Cl)C(=O)NC(=O)Oc1ccccc1 | 1% | 26% | -4% | 1% | -3% | -19% | 7% | 5% | 18%
Fc1ccc(Nc2ncnc3c2nc2n3CCCCC2)c(F)c1 | ? | 3% | · | -20% | · | 11µM* | 3% | · | -20%
CCOc1ccc(NC(=O)c2c(Nc3ccccc3C)sc(C(=O)c3ccccc3)c2N)cc1 | -13% | · | · | ? | · | 24% | -8% | · | -23%
COc1ccc(CNC(=O)CN(CC2CCCO2)C(=O)CNS(=O)(=O)c2ccc(F)cc2)cc1 (configuration not stated) | 0% | -14% | -5% | 2% | 10% | 3% | -11% | 10% | 1%
Cc1ccccc1C(=O)Nc1ccc2nc(SCC(=O)N3CCc4ccccc43)sc2c1 | 3% | · | · | 1% | · | -3% | -4% | · | 1%
O=C(Nc1ccc2ccccc2c1)C(c1ccc(C(F)(F)F)cc1)n1c(=O)c(-c2cc3ccccc3[nH]2)nc2ccccc21 (configuration not stated) | -15% | · | · | ? | ? | ? | 455%[activator] | 16µM* | -21%
Cc1cnc(NC(=O)CSc2nnc(Cc3ccccc3)o2)s1 | 16% | 1% | ? | -15% | 4.5µM* | 0% | ? | 4.5µM* | -18%
Cc1cc(C(=O)COC(=O)CCc2nc3ccccc3c(=O)[nH]2)c(C)n1CC1CCCO1 (configuration not stated) | -8% | 5% | -2% | -5% | -17% | 2% | 0% | -5% | 2%
COC(=O)N/N=C/c1cn(CC(C)COc2ccccc2)c2ccccc12 (configuration not stated) | ? | -7% | 3% | 10µM* | 1% | 30% | -27% | -15% | ?
Cc1cccc(N2CCN(C(=O)Cn3ncc4c([nH]c5ccccc54)c3=O)CC2C)c1 (configuration not stated) | -13% | · | · | 10% | · | 9% | -11% | · | 1%
Cn1cc(S(=O)(=O)NC(c2ccccc2)c2ccccc2)c(=O)n(C)c1=O | 4% | 2% | -16% | 17% | 1% | -12% | 5% | -1% | 0%
CC1=NN(c2ccccc2C)C(=O)C1 | 25% | 1% | -4% | 3% | -6% | 10% | -12% | -10% | 1%

Some of the entries so far, with two lines to a compound:
Each structure is followed by: KB-V1 MDR tox	GLP1R ag	SW480 rereplic	GLP1R inv ag	HT1080NT lethal	TDP-43 yeast inh	GLP1R cytotox	HT1080 IDH1KD tx	KB-3-1 cytotox
- COc1ccc(CNC(=O)CN(CC2CCCO2)C(=O)CNS(=O)(=O)c2ccc(F)cc2)cc1 (configuration not stated)
→ 0%	-14%	-5%	2%	10%	3%	-11%	10%	1%
- CCOc1ccc(NC(=O)c2c(Nc3ccccc3C)sc(C(=O)c3ccccc3)c2N)cc1
→ -13%	·	·	?	·	24%	-8%	·	-23%
- Cn1cc(S(=O)(=O)NC(c2ccccc2)c2ccccc2)c(=O)n(C)c1=O
→ 4%	2%	-16%	17%	1%	-12%	5%	-1%	0%

Random excerpt: three compounds from above
SMILES | KB-V1 MDR tox | GLP1R ag | SW480 rereplic | GLP1R inv ag | HT1080NT lethal | TDP-43 yeast inh | GLP1R cytotox | HT1080 IDH1KD tx | KB-3-1 cytotox
COc1ccc(S(=O)(=O)N2CCCC2C(=O)n2nc(C)cc2C)cc1 (configuration not stated) | -15% | 12% | 14% | -19% | ? | -17% | 10% | -28% | -24%
COc1ccc(N2CCN(C(CNC(=O)C(=O)NCCCn3ccnc3)c3cccnc3)CC2)cc1 (configuration not stated) | ? | -8% | -3% | -5% | 1% | 3% | 2% | 10% | 7%
COC(=O)N/N=C/c1cn(CC(C)COc2ccccc2)c2ccccc12 (configuration not stated) | ? | -7% | 3% | 10µM* | 1% | 30% | -27% | -15% | ?
